Screening results deposited in PubChem BioAssay by Broad Institute.
esBAF inh – SWI/SNF esBAF complex inhibition; mouse ES cells, Bmi1-luciferase knock-in reporter, 24 h; 100% = twice the neutral-well signal; reporter increase, % at 12.5 µM; 350,000 tested, 2% active; AID 602393; in the data active = activation above about 40%;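 also: 0% = median of the plate's neutral control wells and 100% = double that signal; a rise in the Bmi1 reporter signal indicates esBAF inhibition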
RAD52 anneal inh – RAD52 (human) annealing inhibition; P43351; recombinant RAD52 DNA annealing, FRET fluorescence; inhibition, % at 18.7 µM; 360,000 tested, 0.46% active; AID 651710;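 active = every replicate showing at least 50% inhibition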
Target sequence (P43351 whole entry, looked up): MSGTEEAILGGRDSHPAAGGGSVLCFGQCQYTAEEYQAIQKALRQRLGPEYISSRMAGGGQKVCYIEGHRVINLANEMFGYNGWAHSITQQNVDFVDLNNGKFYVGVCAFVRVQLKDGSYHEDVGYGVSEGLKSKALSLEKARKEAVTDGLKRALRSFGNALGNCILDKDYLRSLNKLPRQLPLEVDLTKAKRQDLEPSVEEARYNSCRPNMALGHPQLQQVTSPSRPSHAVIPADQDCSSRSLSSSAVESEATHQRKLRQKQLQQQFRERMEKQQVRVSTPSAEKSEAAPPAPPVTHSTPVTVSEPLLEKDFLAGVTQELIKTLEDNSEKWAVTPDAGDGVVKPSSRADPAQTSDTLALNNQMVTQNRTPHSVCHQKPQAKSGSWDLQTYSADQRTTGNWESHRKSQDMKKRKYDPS
S100A4 MyoIIA – inhibitors of human S100A4 binding to myosin IIA peptide; P26447; S100A4/TAMRA-MyoIIA peptide fluorescence polarization; inhibition, % at 10.7 µM; 360,000 tested, 0.14% active;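 active = mean inhibition of at least 70% across replicates, with every replicate also reaching that level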
Target sequence (P26447 whole entry, looked up): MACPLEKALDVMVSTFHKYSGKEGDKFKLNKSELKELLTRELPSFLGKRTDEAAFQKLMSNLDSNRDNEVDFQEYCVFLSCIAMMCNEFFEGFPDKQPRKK
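incubation = readout 5 min after mixing, signal stable up to 60 min | system = S100A4 monomer protein | buffer or medium = HEPES pH 7.2 with CaCl2, KCl, NaCl, DTT, Triton | benchmarks = neutral control DMSO, positive control TFP | also added = fluorescent myosin IIA peptide, 5 nM | compound dosing = one concentration per compound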
E-selectin induc – induces E-selectin expression in human endothelial cells; HUVEC E-selectin immunofluorescence imaging; normalized: neutral wells 0, TNF-alpha wells 100; activation, % at 7.58 µM; 260,000 tested, 0.37% active;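 active = mean E-selectin-positive cell signal at least 10% of the positive control, reached in at least 60% of replicates, without over 20% cell loss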;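 also: in these data hits start at about 27%; measured in HUVEC primary endothelial cells; signal is the percent of cells scored E-selectin positive by PE staining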
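Read-out basis: % PE-positive cells; Test system: HUVEC primary endothelial cells; Technique: immunofluorescence imaging; Dosing: single-point compound dose.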
RAD54 inh – inhibitors of human RAD54 branch migration | RAD54 Holliday junction branch migration, FAM/BHQ fluorescence | Q92698 | 360,000 tested, 0.14% active | inhibition, % at 10.4 µM;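 active = mean normalized replicate activity at least 40 and at least half of replicates scoring 40 or more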;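 also: 0% = median of neutral control wells and 100% = median of positive control wells; inhibitors cause a drop in the FAM fluorescence signal; in these data hits start at about 50%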
FN deposit inh – fibronectin deposition inhibition | AH1F fibroblasts, Alexa488-fibronectin deposition fluorescence, overnight | inhibition, % at 12.6 µM | 350,000 tested, 0.086% active;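 active = mean inhibition across replicates of 30% or more, regardless of how many single replicates reach that level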;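 also: positive control wells lacked labelled fibronectin entirely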
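material = AH1F fibroblast monolayer depositing Alexa488-labelled fibronectin into matrix | amount = 10000 AH1F cells/well | buffer or medium = DMEM plus 2% serum, read in PBS | incubation = 1 h cell adhesion before compound, then overnight fibronectin incubation | detection = fluorescence at 485 nm excitation, 525 nm emission | evaluation = percent inhibition as loss of matrix-bound fibronectin fluorescence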
Xi reactivation – activators of X-chromosome reactivation in mouse fibroblasts | XiGFP mouse fibroblasts, % GFP-positive cells imaging, 3 d; cells co-treated with 5-aza-dC sensitizer; scaled so ellipticine positive control = 100% | activation, % at 7.58 µM | 360,000 tested, 0.055% active | AID 743238;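 active = mean normalized replicate activation at least 10% and every replicate at or above 10%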;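 also: 0% = median of on-plate neutral control wells and 100% = ellipticine 6 µM median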
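System: 68-5-11 XiGFP fibroblast line; Timing: 3 days compound exposure; Compound dosing: one concentration, pinned; Benchmarks: positive control ellipticine, 6 µM final; Buffer or medium: DMEM containing 5-aza-dC.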
EWS-Fli inh – inhibitors of EWS/Fli oncoprotein transcriptional activity. A673 NR0B1-luciferase reporter, viability-normalised. inhibition, % at 12.6 µM. 350,000 tested, 0.67% active. AID 651661;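 active = mean inhibition of at least 50% after viability correction, with every replicate also passing that limit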;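 also: firefly luciferase signal divided by Alamar Blue viability fluorescence both relative to DMSO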
* marks the source's active call; other numbers are inactive results; i = inactive; nt = not tested or not shown; & = joins results of further samples.

Structure,esBAF inh,RAD52 anneal inh,S100A4 MyoIIA,E-selectin induc,RAD54 inh,FN deposit inh,Xi reactivation,EWS-Fli inh
CN1CCN(C(c2ccc(Cl)cc2)c2cc(Cl)c3cccnc3c2O)CC1 (stereo not given),-23,11,0,nt,-6,-2,0.4,nt
CC1CCc2nc(/C(C#N)=C/c3cccnc3)sc2C1 (stereo not given),nt,-47,-3,-0.3,nt,4,-0.1,-54
O=C(CN1C(=O)COc2ccc(S(=O)(=O)N3CCCCC3)cc21)NCc1ccccc1Cl,-4,1,5,3.9,3,-7,0.0,5
Cc1ccc(CNC(=O)C(=O)NCC2OCCN2S(=O)(=O)c2ccc(Cl)cc2)cc1 (stereo not given),nt,-27,-6,0.2,-2,nt,0.0,nt
COCC#Cc1cnc2c(c1)C(=O)N([C@@H](C)CO)C[C@@H](C)[C@H](CN(C)C(C)=O)O2,3,8,4,-1.6,-2,-7,-0.9,-6
CCC1CCCCN1CCCNC(=O)CN1C(=O)CSc2ccc(S(=O)(=O)N3CCC(C)CC3)cc21 (stereo not given),-3,-30,-33,nt,-6,1,0.2,nt
C[C@@H]1CN([C@@H](C)CO)C(=O)Cc2cc(NC(=O)Nc3ccc(F)cc3)ccc2O[C@@H]1CN(C)Cc1ccc(-c2ccccc2)cc1,-4,-2,3,0.5,-8,14,0.0,8
O=C(C[C@@H]1C[C@@H]2c3cc(NS(=O)(=O)c4ccc(F)cc4)ccc3O[C@@H]2[C@H](CO)O1)NCCc1ccccc1,0,-8,-3,-0.4,6,nt,-0.1,1
COC(=O)N1CCCCC1c1cc(C(=O)NCc2cccnc2)no1 (stereo not given),-10,-11,-2,-0.1,-2,-3,0.1,5
COCC#Cc1ccc([C@@H]2[C@@H](CO)N3C(=O)CN(C(=O)c4cccnc4)C[C@H]23)cc1,nt,-2,4,0.0,nt,nt,0.5,-1
Cc1ccc(S(=O)(=O)Oc2ccccc2[N+](=O)[O-])cc1,10,-4,1,0.6,6,3,0.3,-1
O=C(C[C@@H]1CC[C@@H](NC(=O)Nc2cc(F)ccc2F)[C@H](CO)O1)NCc1ccccn1,-2,-2,-9,-0.3,-1,2,-0.3,4
C#CC[N+]1(CC#Cc2cccc(C)c2)CCCCC1,-3,-5,-6,nt,nt,-11,0.0,7
O=C(CNC1CC1)Nc1cc(C(F)(F)F)ccc1Cl,nt,-9,1,0.2,-15,1,nt,2
N#CCC(=O)Nc1ccc(C(=O)NNC(=S)NC2CC2)cc1,-11,-15,-3,3.5,3,5,-0.5,-6
O=C(COC(=O)Cc1ccc(S(=O)(=O)N2CCOCC2)s1)Nc1ccccc1Cl,-5,-122,3,0.6,-4,-12,0.0,-3
CN(C)/C=C(\C(=O)c1ccccc1)c1nnnn1-c1ccc(F)cc1,nt,-12,-1,nt,nt,-1,0.1,-10
Cc1ccc(S(=O)(=O)Nc2ccc3c(c2)C(=O)N([C@H](C)CO)C[C@H](C)[C@@H](CN(C)S(=O)(=O)c2ccc(F)cc2)OCCCC[C@@H](C)O3)cc1,1,0,0,-0.2,5,nt,-1.2,-18
COc1ccc(NC(=O)N(C)C[C@@H]2Oc3c(NC(=O)C4CCCCC4)cccc3C(=O)N([C@H](C)CO)C[C@@H]2C)cc1,-5,-4,18,0.2,-4,nt,-0.2,-1
C[C@@H]1CN([C@H](C)CO)C(=O)c2cc(NC(=O)NC3CCCCC3)ccc2O[C@@H](C)CCCCO[C@@H]1CN(C)Cc1ccc(C(F)(F)F)cc1,8,-7,-3,-0.2,0,nt,0.0,1
O=C(C[C@@H]1CC[C@H]2NC[C@@H](O)COC[C@@H]2O1)N1CCc2ccccc2C1,1,nt,nt,0.1,-8,6,0.0,-7
Cc1cccc(NC(=O)Cn2cnc3c(oc4ccccc43)c2=O)c1,nt,-9,-2,4.7,nt,1,0.2,15
Cc1noc(C)c1NC(=O)Nc1cccc2c1O[C@H](CN(C)S(=O)(=O)c1ccc(F)cc1)[C@@H](C)CN([C@H](C)CO)C2=O,4&-4,-9&-6,7&-1,-1.8&-0.1,-5&-5,-1,0.0&0.1,3&3
NC(=O)[C@@H]1CC2(CC(c3cccc(NC(=O)COc4ccc(Cl)cc4)c3)=NO2)CN1C(=O)COc1ccc(Cl)cc1 (stereo not given in full),-8,-113,12,0.0,7,12,0.1,8
CCCCn1c(SCC(N)=O)nnc1-c1ccco1,-8,2,-1,nt,nt,nt,nt,-8

Rewritten as labelled records: part of the list above.
O=C(C[C@@H]1CC[C@@H](NC(=O)Nc2cc(F)ccc2F)[C@H](CO)O1)NCc1ccccn1
  esBAF inh: -2 | RAD52 anneal inh: -2 | S100A4 MyoIIA: -9 | E-selectin induc: -0.3 | RAD54 inh: -1 | FN deposit inh: 2 | Xi reactivation: -0.3 | EWS-Fli inh: 4

O=C(CN1C(=O)COc2ccc(S(=O)(=O)N3CCCCC3)cc21)NCc1ccccc1Cl
  esBAF inh: -4 | RAD52 anneal inh: 1 | S100A4 MyoIIA: 5 | E-selectin induc: 3.9 | RAD54 inh: 3 | FN deposit inh: -7 | Xi reactivation: 0.0 | EWS-Fli inh: 5

Pulled one by one from the list above (two):
Structure,esBAF inh,RAD52 anneal inh,S100A4 MyoIIA,E-selectin induc,RAD54 inh,FN deposit inh,Xi reactivation,EWS-Fli inh
C#CC[N+]1(CC#Cc2cccc(C)c2)CCCCC1,-3,-5,-6,nt,nt,-11,0.0,7
CCCCn1c(SCC(N)=O)nnc1-c1ccco1,-8,2,-1,nt,nt,nt,nt,-8

Next entries:
Structure,esBAF inh,RAD52 anneal inh,S100A4 MyoIIA,E-selectin induc,RAD54 inh,FN deposit inh,Xi reactivation,EWS-Fli inh
CN(C)Cc1cn(CC[C@@H]2CC[C@@H](N)[C@H](CO)O2)nn1,-4,-7,-54,0.0,-14,9,0.4,3
CC1CC(C)CN(C(=O)C(C)N2CCN(S(=O)(=O)c3ccc(C(F)(F)F)cc3)CC2)C1 (stereo not given),1,4,-2,-0.3,7,-9,0.5,0
C[C@@H]1CN([C@@H](C)CO)S(=O)(=O)c2ccc(C#CC3CC3)cc2O[C@H]1CN(C)Cc1ccccn1,5,7,1,0.8,2,-4,-0.3,12
CC(C)(CNC(=S)NCCc1ccccc1)CNC(=S)NCCc1ccccc1,nt,-21,-1,nt,1,22,0.0,17
O=C(NC[C@H]1[C@@H](c2ccccc2)[C@@H](CO)N1C(=O)C1CC1)NC1CCCC1,-3,11,-1,0.4,-4,nt,0.1,-5
CC[C@]12c3[nH]c4ccc(OC)cc4c3CCN1C(=O)C(CC(=O)NCCN1CCOCC1)C[C@@H]2C(=O)N1CCN(C(=O)C2CC2)CC1 (stereo not given in full),4,-5,-2,-0.1,1,-4,0.2,0
O=c1oc2ccccc2c(Cl)c1CN1CCCCC1,-3,-27,-2,0.4,-4,9,-0.8,-17
CCCCOc1ccc(/C(O)=C2/C(=O)C(=O)N(CCCOC)C2c2ccncc2)cc1C (stereo not given),-1,-20,4,nt,-5,-1,nt,nt
COc1ccc(-c2ccc([C@H]3[C@@H](C#N)N(C(=O)c4cccc(F)c4)[C@@H]3CO)cc2)cc1,51*,-102,-5,-0.5,-1,4,-0.1,-28
CC(O)(c1ccc(F)c(F)c1)c1nc(-c2cnc3ccccc3c2)cs1 (stereo not given),7,7,0,-1.9,12,-3,0.0,8
COc1ccc(CC(=O)N/N=C(\C)CC(=O)NCc2ccco2)cc1OC,7,-7,-4,2.7,nt,-3,-0.1,0
COc1cccc(-c2ccc(NC(=O)C3CCCN(Cc4cnn(C(C)C)c4)C3)cc2)c1 (stereo not given),-2,-12,16,nt,9,7,0.3,nt
O=C1CC2(CCN(C(=O)C(=O)c3c[nH]c4ccccc34)CC2)Oc2ccccc21,-1,-10,0,3.0,8,-11,0.2,nt
O=C(N/N=C/C=C\c1ccco1)c1ccccn1,nt,-19,-8,-0.2,nt,-2,0.3,-1
O=C(NCc1cccnc1)c1ccc2sc([C@@H]3O[C@H](CO)[C@H](O)[C@H](O)[C@H]3O)nc2c1,-4,-9,2,0.7,8,3,0.2,4
CCCc1cn(CC[C@@H]2CC[C@@H](NC(=O)C3CCCCC3)[C@H](CO)O2)nn1,-2,-11,3,-0.4,-1,nt,-0.4,-14
Cc1nc(NC(=O)C(C)(C)C)sc1C(=O)Cn1cc(-c2ccc(C(C)(C)C)cc2)nn1,nt,-1,-3,0.0,nt,-10,0.7,1
NS(=O)(=O)c1ccc(NNC(=O)c2ccc(Br)o2)c([N+](=O)[O-])c1,-18,4,-7,-0.1,-1,12,-0.1,-5
CCCCOCCCNC(=O)C[C@@H]1C[C@@]2(C(=O)OC)CC(C)(C)CC=C2N(Cc2ccc3c(c2)OCO3)C1=O,nt,9,2,-0.1,nt,-4,0.4,3
O=C(CC1CC1)N1[C@@H](CO)[C@@H]2c3ccccc3N(S(=O)(=O)c3ccccc3F)C[C@@H]21,3,-11,-3,0.9,-8,-3,0.1,3
CCn1c(CN2c3ccccc3Sc3ccccc32)n[nH]c1=S,-6,-10,-1,0.4,-3,-24,0.0,-2
Cn1nc(C(=O)NCc2cccc(F)c2)cc1C(=O)NCc1cccc(F)c1,9,-3,0,nt,-12,-6,-0.1,-2
O=C(N/N=C/c1ccccc1[N+](=O)[O-])C(=O)N1CCCC1,nt,3,2,nt,nt,-7,-0.1,-5
COc1ccc(NC(=O)N(C)C[C@@H]2Oc3ncc(C4=CCCC4)cc3C(=O)N([C@H](C)CO)C[C@@H]2C)cc1,-6,3,-1,0.4,3,7,-0.6,-1
Cc1csc(NC(=O)CSc2nncc(=O)n2N)n1,-8,-6,-3,0.3,-14,1,-0.1,1

The list continues:
Structure,esBAF inh,RAD52 anneal inh,S100A4 MyoIIA,E-selectin induc,RAD54 inh,FN deposit inh,Xi reactivation,EWS-Fli inh
C[C@@H]1CCCCO[C@@H](CN(C)Cc2ccc(C(=O)O)cc2)[C@H](C)CN([C@@H](C)CO)C(=O)c2cc(NS(=O)(=O)c3ccccc3)ccc2O1,1,nt,nt,-0.1,1,-5,0.0,-6
COc1cccc(NC(=O)C[C@@H]2CC[C@@H]3[C@@H](COc4ccc(NC(=O)C5CCCCC5)cc4C(=O)N3C)O2)c1,8,-22,-9,0.0,-5,-13,0.3,-6
COc1ccc2cc(CCl)c(Cl)nc2c1,nt,-4,-1,1.3,nt,7,-0.7,2
NS(=O)(=O)c1ccc(NC(=O)CSc2nc3c(cnn3-c3ccccn3)c(=O)[nH]2)cc1,-2,-15,-7,0.1,-1,5,0.0,-1
C[C@H](CO)N1C[C@H](C)[C@H](CN(C)S(=O)(=O)c2ccc(Cl)cc2)Oc2c(NS(=O)(=O)c3ccc(F)cc3)cccc2C1=O,-3,7,-24,-0.2,1,nt,-0.4,7
CCN(CC)C(=O)C1CCCN(C/C=C/c2ccccc2[N+](=O)[O-])C1 (stereo not given),8,-11,-4,-0.1,-4,1,0.0,5
CC(=O)NC(c1ccco1)c1ccc2cccnc2c1O (stereo not given),-37,-25,-1,nt,-3,nt,nt,nt
COc1ccc(NC2CCCN(C(=O)CN3CCOC3=O)C2)cc1 (stereo not given),1,i,-2,-0.6,-15,3,-0.1,5
O=C(COC(=O)c1ccccc1Cc1ccccc1)NC1CCS(=O)(=O)C1 (stereo not given),-1,-1,1,-0.1,-4,nt,0.0,nt
